HePTP inhibitor – human HePTP phosphatase inhibition; recombinant HePTP phosphatase activity, OD absorbance; P35236; AID 521; inhibition, % at 20 µM; 0.64% of 110,000 active; in the data active = inhibition above about 50%;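 note: plate controls were vehicle for no effect and reference inhibitor for full effect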
BAP1 inh – blocks human BAP1 ubiquitin-AMC hydrolysis | Q92560 | recombinant BAP1, Ub-AMC hydrolysis fluorescence kinetic; stronger effect = lower value | activity remaining (% of control), % at 20 µM | 0.48% of 72,000 active | AID 436;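 active = activity remaining at or below 50% of control, provided the compound also passes the data quality filters; inactive = the rest, including low values that fail the filters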;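 note: 100% = DMSO wells rate and 0% = substrate alone blank rate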
Target sequence (Q92560 whole entry, looked up): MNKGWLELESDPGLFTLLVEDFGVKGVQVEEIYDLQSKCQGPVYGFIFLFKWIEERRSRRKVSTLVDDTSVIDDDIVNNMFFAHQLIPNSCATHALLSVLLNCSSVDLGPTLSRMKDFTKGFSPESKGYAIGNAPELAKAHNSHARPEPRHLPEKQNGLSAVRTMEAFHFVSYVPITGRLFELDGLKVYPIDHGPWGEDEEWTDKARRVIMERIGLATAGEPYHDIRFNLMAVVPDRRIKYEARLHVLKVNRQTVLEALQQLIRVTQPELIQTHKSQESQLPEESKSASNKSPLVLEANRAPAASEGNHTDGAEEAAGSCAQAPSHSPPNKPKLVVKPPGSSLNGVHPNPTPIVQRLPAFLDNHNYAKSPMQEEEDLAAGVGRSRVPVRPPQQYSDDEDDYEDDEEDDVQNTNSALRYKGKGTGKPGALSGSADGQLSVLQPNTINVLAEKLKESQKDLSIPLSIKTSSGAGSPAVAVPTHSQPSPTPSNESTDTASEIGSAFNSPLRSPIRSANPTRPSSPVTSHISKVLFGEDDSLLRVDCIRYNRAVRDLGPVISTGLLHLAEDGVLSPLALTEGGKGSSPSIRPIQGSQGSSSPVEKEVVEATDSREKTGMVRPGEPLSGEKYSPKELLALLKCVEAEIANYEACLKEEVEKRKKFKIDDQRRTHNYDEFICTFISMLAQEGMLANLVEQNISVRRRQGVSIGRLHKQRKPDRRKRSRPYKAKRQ
Starred values were filed as active, the others as inactive; i = inactive; · = not tested or not shown; & = joins results of further samples.

No.	mol	HePTP inhibitor	BAP1 inh
1	CCCCNC(=O)CCC(=O)Nc1ccc2nc(N3CCOCC3)cc(C)c2c1	4	·
2	Cc1c(C(=O)O)oc2ccc(S(=O)(=O)NCc3ccccc3)cc12	-4	98
3	CCN(CC)CCSc1nc(O)c(CC(C)C)c(=O)[nH]1	-12	·
4	COc1ccc(C(=O)NCCSc2ccccn2)cc1	7&8	105
5	CCC(Sc1nc2ccccc2[nH]1)C(=O)Nc1ccc(S(N)(=O)=O)cc1 (centres undefined)	-5	·
6	Cc1cc(NC(=O)c2cnn3c(C(F)F)cc(-c4ccccc4)nc23)no1	-3	85
7	CCOC(=O)C1=C(C)NC(=O)/C1=C\c1cccs1	-12	·
8	O=C(O)c1cc(NCc2c(F)cccc2Cl)ccc1N1CCOCC1	-10	95
9	Cc1cccc(C)c1NC(=O)C1(NC(=O)C2CCCN2C(=O)OC(C)(C)C)CCCCC1 (centres undefined)	5	90
10	O=C(c1cc2ccccc2oc1=O)N(Cc1ccco1)C1CCS(=O)(=O)C1 (centres undefined)	-3	84
11	COC(=O)C1=C(C)NC2=C(C(=O)CCC2)C1c1ccc(I)cc1 (centres undefined)	3	·
12	C=CCNc1nc(-c2c(C)nc3sccn23)cs1	5	127
13	O=C(COc1ccccc1)NC1CCC(CC2CCC(NC(=O)COc3ccccc3)CC2)CC1 (centres undefined)	-2	·
14	CCCn1cc(SCC(=O)Nc2nnc(C)s2)c2ccccc21	3	99
15	CCOC(=O)Cc1nnc(NC(=O)CC)s1	-5	101
16	COc1ccc(CCN=Cc2c(C(F)(F)F)[nH]n(-c3nc4ccccc4s3)c2=O)cc1OC	-1	·
17	COc1cccc(OC)c1-c1nn2c(-c3ccccc3Cl)nnc2s1	6	64
18	Cc1ccc(S(=O)(=O)c2c(C)nn(C(C)(C)C)c2OC(=O)C(C)(C)C)cc1	0	99
19	Cc1cc(C)nc(N2CCC(C(=O)NC3CCCc4ccccc43)CC2)n1 (centres undefined)	1	61
20	CCOC(=O)N1CCN(C(=O)CS(=O)(=O)c2cn(Cc3ccccc3C)c3ccccc23)CC1	1	·
21	O=C(NCCCN1CCOCC1)c1cccc(F)c1	2	·
22	COc1ccc(N(CC(=O)Nc2ccccc2Cl)S(C)(=O)=O)cc1	-13	·
23	O=C1Cc2ccccc2C(=O)N1CCc1ccccc1	9	90
24	O=C1CC(NC2CCCCC2)C(=O)N1c1ccc(I)cc1 (centres undefined)	-27	·
25	O=C(NN1C(=O)c2ccc([N+](=O)[O-])cc2C1=O)c1cccnc1	3	·
26	Cc1ccc(C2C(C#N)=C(N)Oc3nc(-c4ccccc4)[nH]c32)o1 (centres undefined)	7	97
27	O=C(CP(=O)(c1ccccc1)c1ccccc1)Nn1cnnc1	-6	·
28	CN1C(=S)SC(C)(C)C1NO (centres undefined)	4	96
29	COC(=O)c1cc(Cl)c(NC(=O)c2cc(OC)c(OC)c(OC)c2)cc1OC	5	·
30	Cc1ccc2[nH]c3nc(N/N=C/c4cccs4)nnc3c2c1	-8	·
31	N#Cc1c(NC(=O)CSc2ncnc3sccc23)oc(-c2ccco2)c1-c1ccco1	21	·
32	Cc1ccc(C2N(c3nccs3)C(=O)C3CCCN32)cc1 (centres undefined)	8	93
33	Cc1cc(C)cc(NC(=O)c2ccncc2)c1	6	·
34	C/C(=N\N1CCN(c2ccccc2)CC1)c1ccco1	-5	·
35	Cc1ccc(C2NC(=O)c3c(sc4c3CCN(C)C4)N2)c(O)c1 (centres undefined)	·	208
36	Cc1ccc2c(c1)-c1cc(C)nn1C(c1ccc3c(c1)OCO3)N2 (centres undefined)	2	·
37	Cc1ccc2[nH]c(=O)c(COC(=O)c3ccccn3)cc2c1	-2	78
38	Cc1cnc(NC(=O)c2ccc(-c3nc4ccccc4s3)o2)s1	8	·
39	CCOC(=O)c1c(NC(=O)c2cccs2)sc(C)c1C	11	73
40	CC1(C)NC(=O)N(CCCSc2ccc(Cl)cc2)C1=O	8	107
41	CC1=C(C(=O)Nc2ccccc2C)C(c2ccc3c4c(cccc24)CC3)NC(=S)N1 (centres undefined)	8	·
42	CN1CCc2cc3c(c4c2C1CC41CCC(=NO)CC1)OCO3 (centres undefined)	2	101
43	CCOC(=O)CC(=O)CSc1nc(-c2cccnc2)cc(C)c1C#N	3	101
44	COc1ccc(C2CC(c3ccccc3C)n3nc(N)nc3N2)cc1 (centres undefined)	5	89
45	Cc1cnn(-c2cc(N/N=C/c3ccccc3)ncn2)c1	8	·
46	O=C(N/N=C/c1ccccn1)c1ccc(O)cc1O	-9	·
47	CCN(CC)C(=O)CSc1nnc(-c2cnccn2)n1-c1ccc(C)cc1	7	110
48	C=CCN1CN(S(=O)(=O)c2cccs2)c2nc3ccccc3nc21	4	50
49	O=c1oc2cc(OC/C=C/c3ccccc3)ccc2c2c1CCCC2	4	·
50	O=C(O)CCc1ccc(-c2cccs2)n1-c1ccc(C(=O)O)cc1	8	108
51	COc1ccc(-n2ccnc2SCC(=O)Nc2ccc(OC)cc2OC)cc1	11	107
52	COC(=O)C1Cc2c([nH]c3ccccc23)C(C)N1 (centres undefined)	11	61
53	Cc1ccc(CN2CCSc3ccc(C(=O)N4CCN(c5ncccn5)CC4)cc32)cc1	3	·
54	NNC(=O)c1cc(C2CC2)nc2ccc(Br)cc12	6	·
55	CC1CCCC(C)N1C(=O)c1ccc(F)cc1F (centres undefined)	5	·
56	CCN(c1nc(N)c(C(=O)N=C(N)N)nc1Cl)C(C)C	·	76
57	COc1ccc(CCNC(=O)/C=C/c2ccc([N+](=O)[O-])cc2)cc1	75*	·
58	CCOc1ccc(CCNS(=O)(=O)c2cnc[nH]2)cc1OCC	9	98
59	CN(C)S(=O)(=O)c1cccc(C(=O)NCCc2ccccc2)c1	-10	76
60	CCOC(=O)c1c(NC(=O)CSc2nnc(-c3cccnc3)o2)sc(C)c1C	-4	144

Next section
No.	mol	HePTP inhibitor	BAP1 inh
61	O=c1[nH]c(=O)n(Cc2ccco2)c2c1C(C(F)(F)F)(C(F)(F)F)N=C(c1ccco1)N2	1	66
62	Cc1nnc(Sc2nc(Sc3nnc(C)s3)nc(N3CCN(C)CC3)n2)s1	1&6	84
63	O=C1CC(C(=O)Nc2ncccn2)C(c2ccccc2)O1 (centres undefined)	13	92
64	CCOC(=O)Cc1csc(NC(=O)COc2ccccc2OC)n1	-2	·
65	CCOC(=O)c1c(P(=O)(N2CCOCC2)N2CCOCC2)noc1N	1	121
66	CCOc1ccc(C(=O)Nc2c3c(nn2-c2cccc(Cl)c2)CS(=O)C3)cc1 (centres undefined)	·	88
67	O=C(c1ccccc1F)N1CCN(S(=O)(=O)c2ccc(S(=O)(=O)N3CCCCC3)cc2)CC1	5	·
68	Cc1cc(C)c(S(=O)(=O)Nc2ccc(Br)c3cccnc23)c(C)c1	7	·
69	COc1ccc(Cl)cc1S(=O)(=O)NCc1cccs1	4	110
70	CCN1C(=O)/C(=C/c2ccc(C(C)(C)C)cc2)SC1=S	-4	·
71	COCCNC(=O)NC1(C(F)(F)F)Oc2ccc(Cl)cc2O1 (centres undefined)	-1	·
72	O=C1CSC(=S)N1/N=C/c1c(Cl)cccc1Cl	-6	·
73	CCc1nnc(NC(=O)CSc2nnc(Cc3cccn3C)n2C)s1	-11	100
74	Cc1c(Br)c(C(F)(F)F)nn1CC(=O)NCc1cccs1	3	·
75	CC(=O)N(C)c1ccc(NS(=O)(=O)Cc2ccccc2)cc1	3	100
76	CCOc1ccc2nc(S(N)(=O)=O)sc2c1	4	62
77	CCCN(CCC)S(=O)(=O)c1ccc(NS(C)(=O)=O)cc1	-10	127
78	COc1cc(CNC2CCCC2)cc(OC)c1OC	4	93
79	O=C(NC(=S)Nc1ccc([N+](=O)[O-])cc1)c1ccc(Cl)cc1	-7	·
80	C[n+]1ccc(/C=C/c2ccc3c(c2)OCO3)cc1	-8	·
81	CCOc1ccc(CN2CCN(C(=O)c3cccs3)CC2)cc1	2	·
82	NC1=NC(=O)/C(=C/c2cccc(OS(=O)(=O)c3ccc4ccccc4c3)c2)S1	-6	·
83	C=CCn1c(=O)c2ccccc2n2c(SCc3nnc(-c4ccccc4Br)o3)nnc12	7	115
84	Cc1oc(-c2ccccc2F)nc1CN1CCC(C(=O)NCc2cccs2)CC1	4	100
85	O=C(COC(=O)c1ccc(S(=O)(=O)NCc2ccco2)cc1)Nc1ccccc1OC(F)F	-9	·
86	O=S1(=O)CC(O)C(N2CCC(c3ccccc3)CC2)C1 (centres undefined)	5	113
87	O=C(/C=C/c1cccc([N+](=O)[O-])c1)Nc1ccc2nn(-c3ccccc3)nc2c1	102*	·
88	CNCCC(Oc1ccccc1OC)c1ccccc1 (centres undefined)	·	94
89	COC(=O)COc1ccc2occ(C(C)=O)c2c1	7	97
90	CCN(CC)S(=O)(=O)c1ccc2c(c1)nc(SCc1nc3ccsc3c(=O)[nH]1)n2CC	4	83
91	COc1cc2c(=O)n(Cc3ccco3)c(=O)n(CC(=O)c3cccc(Br)c3)c2cc1OC	1	81
92	CN1/C(=C\C(=O)CN2C(=O)NC3(CCCCCC3)C2=O)C(C)(C)c2ccccc21	-7	·
93	Clc1cc(Cl)c2nc(N3CCCC3)sc2c1	2	95
94	COc1cc2c(cc1OC)Cc1cc(OC)c(OC)cc1C(=O)C2	-13	·
95	CC1Cn2c(nc3c2c(=O)[nH]c(=O)n3C)O1 (centres undefined)	6	111
96	O=C(COc1ccc2ccccc2c1Br)c1ccc(Br)cc1	3	·
97	Cc1nc2nc[nH]n2c(=O)c1CCC(C)C	7	99
98	CCCC(=O)NCCSC	11	102
99	O=C1CC(c2cccc([N+](=O)[O-])c2)Sc2nc3ccccc3n21 (centres undefined)	5	155
100	COc1cccc(CNC(=O)CCCNS(=O)(=O)c2cccs2)c1	-3	105

Full records from above. Order of values: HePTP inhibitor	BAP1 inh
Entry for Cc1oc(-c2ccccc2F)nc1CN1CCC(C(=O)NCc2cccs2)CC1 : 4	100
Entry for CCCC(=O)NCCSC : 11	102

The main list resumes, repeating the 3 entries before the break.
No.	mol	HePTP inhibitor	BAP1 inh
98	CCCC(=O)NCCSC	11	102
99	O=C1CC(c2cccc([N+](=O)[O-])c2)Sc2nc3ccccc3n21 (centres undefined)	5	155
100	COc1cccc(CNC(=O)CCCNS(=O)(=O)c2cccs2)c1	-3	105
101	CC(=O)N/C(=N/c1nc(C)cc(C)n1)Nc1ccc(C)c(Cl)c1	-3	·
102	c1ccc(SCc2nc3ccccc3[nH]2)nc1	-4	81
103	COCCNC(=O)COc1cc(=O)n(C)c2ccccc12	5	93
104	Cc1cc(C)nc(N2CCCC(C(=O)NC3CCCC3)C2)n1 (centres undefined)	-8	84
105	CCOC(=O)c1c(C)[nH]c(NC(=O)N2CCOCC2)c1C	3	99
106	COC(=O)Cc1c(C)c2ccc(OC(=O)c3ccco3)cc2oc1=O	5	i
107	O=C(NCCC1=CCCCC1)c1ccc(Br)o1	10	133
108	O=C(Nc1ccc(O)cc1)c1cc2n(n1)C(C(F)(F)F)CC(c1ccco1)N2 (centres undefined)	7	108
109	CCNS(=O)(=O)c1ccc(NC(=O)Nc2cccc(OC)c2)cc1	7	122
110	O=c1/c(=C\c2ccccc2OS(=O)(=O)c2ccc3ccccc3c2)sc2nc3ccccc3n12	1	·
111	COc1cccc(N2C(=O)NC(=O)/C(=C/c3ccc(Br)s3)C2=O)c1	8	·
112	Cc1ccccc1C(=O)Nc1ccc(C(=O)Nc2cccc(C(F)(F)F)c2)cc1	·	194
113	Cc1cc(Br)cc2c(N=NC(=O)c3cccnc3)c(O)[nH]c12	1	·
114	NCCCNCCSP(=O)(O)O	·	96
115	O=C(CN1CCN(C2CCCCC2)CC1)NCCC1=CCCCC1	3	103
116	Cc1nn(Cc2ccccc2)c2sc(C(=O)N3CCN(Cc4ccc5c(c4)OCO5)CC3)cc12	0	137
117	Cc1ccc(S(=O)(=O)N2CCN(Cc3ccccn3)CC2)cc1	-16	·
118	COc1cc(/C=N/N=C2/NC(=O)C(CC(=O)Nc3ccccc3F)S2)ccc1O (centres undefined)	2	·
119	CN(C)C(=O)CN1C(=O)C2CC=C(Cl)CC2C1=O (centres undefined)	-11&0	95
120	COC(=O)CN(C#N)c1nc(SC)nc(N(C)C)n1	11&2	101

Entries 116 through 120 from above:
No.	mol	HePTP inhibitor	BAP1 inh
116	Cc1nn(Cc2ccccc2)c2sc(C(=O)N3CCN(Cc4ccc5c(c4)OCO5)CC3)cc12	0	137
117	Cc1ccc(S(=O)(=O)N2CCN(Cc3ccccn3)CC2)cc1	-16	·
118	COc1cc(/C=N/N=C2/NC(=O)C(CC(=O)Nc3ccccc3F)S2)ccc1O (centres undefined)	2	·
119	CN(C)C(=O)CN1C(=O)C2CC=C(Cl)CC2C1=O (centres undefined)	-11&0	95
120	COC(=O)CN(C#N)c1nc(SC)nc(N(C)C)n1	11&2	101

Some values from above:
compound 85 @ HePTP inhibitor: -9
compound 49 @ HePTP inhibitor: 4

Continuation.
No.	mol	HePTP inhibitor	BAP1 inh
121	Cc1cccc(OCCSc2nc3ccccc3c(=O)[nH]2)c1	13	·
122	Cn1c2ccccc2c2nnc(SCC(=O)OCN3C(=O)c4ccccc4C3=O)nc21	2	·
123	O=c1[nH]c(-c2cccnc2)nc2ccccc12	-1	·
124	O=C(CN1C(=O)c2ccccc2C1=O)NCc1ccccn1	0	57
125	O=C(Nc1ccc(F)cc1)c1cc(S(=O)(=O)N2CCCCC2)cs1	0	·

Compound activity (PubChem BioAssay)
